From PubChem BioAssay
rTrxR1 inhibitor: qHTS Assay for Inhibitors of Mammalian Selenoprotein Thioredoxin Reductase 1 (TrxR1): qHTS. Thioredoxin reductase 1, cytoplasmic (Rattus norvegicus), O89049. recombinant rTrxR1, NADPH fluorescence consumption, selenite substrate. Potency, µM (titrated, usually from 114 µM), for the others: at the highest dose activity change, negative = inhibition, hits mostly inhibitors. 390,000 compounds, 1% hits. AID 588453, 2011; further: potency means the concentration at half of the fitted maximal effect; on the % scale 0 is the no-effect control and ±100 the full control effect; nearly all actives have a fitted effect of over 65% in size
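Rat TrxR1 (90 nM in the dispensed reagent) was pre-reduced with 400 uM NADPH for 5 min at room temperature, then incubated with compound for 15 min. After 400 uM selenite was added, NADPH fluorescence (Ex 340/Em 450 nm) was followed for 8 min.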
TrxR1 substrate: qHTS Assay for Substrates of Mammalian Selenoprotein Thioredoxin Reductase 1 (TrxR1): qHTS. 390,000 compounds, 0.01% hits. Potency, µM (top dose mostly 114 µM), inactives show top-dose activity change, negative = substrate turnover. purified TrxR1 substrate turnover, NADPH consumption readout. Thioredoxin reductase 1, cytoplasmic (Rattus norvegicus), O89049; further: potency means the concentration at half of the fitted maximal effect; on the % scale 0 is the no-effect control and ±100 the full control effect; nearly all actives have a fitted effect of over 50% in size
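Rat TrxR1, dispensed at 90 nM, was prereduced with 400 uM NADPH (final) for 5 min at ~22 deg C, then incubated with compound 15 min before 400 uM selenite. A first-read NADPH fluorescence drop versus no-compound background flagged substrates.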
TRHR agonist: qHTS for Small Molecule Agonists and Allosteric Enhancers of Human TRH Receptor: Primary Screen for Agonists; Thyrotropin-releasing hormone receptor (Homo sapiens), P34981; 360,000 compounds, 0.18% hits; activation, % at 2 µM; TRHR cells, calcium flux fluo-8, FDSS agonist mode; in the data active means activation above about 30%; further: 0% is about no effect
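Steps: seed TRHR cells overnight; add fluo-8 no-wash Ca dye, RT 30 min–1.5 h; record 10 s baseline; pin-transfer compounds; monitor fluorescence 1 cycle/s for the agonist window. Calcium increases flag candidate agonists.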
D2 antag: HTS Assay for Allosteric Antagonists of the Human D2 Dopamine Receptor: Primary Screen for Antagonists | inhibition, % at 10 µM | 340,000 compounds, 2% hits | HEK293 TREx D2 cells, calcium flux, dopamine EC80 | D(2) dopamine receptor (Homo sapiens), P14416 | AID 485344, 2010; in the data active means inhibition above about 30%; further: 0% is about no effect
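Overnight-induced (tetracycline, 30 C) HEK293 T-REx cells carrying force-coupled D2 receive a no-wash calcium dye, then compound, then EC80 dopamine at 180 s; signals are read kinetically throughout.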
D2 ag: HTS Assay for Allosteric Agonists of the Human D2 Dopamine Receptor: Primary Screen for Agonists; HEK293 T-REx D2 cells, calcium flux agonist mode; activation, % at 2 µM; 340,000 compounds, 0.53% hits;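 active means activation over 3 SD above normal in the single-dose calcium agonist read, cut at about 30% in these data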; further: 0% is about no effect
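In this primary screen, compounds producing a positive calcium signal within 180 s of addition to tetracycline-induced, force-coupled HEK293 Trex D2 cells are flagged; cells are dye-loaded with a no-wash calcium kit beforehand.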
PI4K2A inh: qHTS for small molecular inhibitors of PI4K2A. purified PI4K2A, ADP-Glo luminescence, 1 h; stronger effect = lower value. activity change, negative = inhibition, % at 76.9 µM. 420,000 compounds, 0.13% hits; in the data active means activity change below about -50%; inconclusive means mostly about -30% to -49%;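 further: -100% = wells without enzyme as full effect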
Target sequence (Q9BTU6 whole entry, looked up): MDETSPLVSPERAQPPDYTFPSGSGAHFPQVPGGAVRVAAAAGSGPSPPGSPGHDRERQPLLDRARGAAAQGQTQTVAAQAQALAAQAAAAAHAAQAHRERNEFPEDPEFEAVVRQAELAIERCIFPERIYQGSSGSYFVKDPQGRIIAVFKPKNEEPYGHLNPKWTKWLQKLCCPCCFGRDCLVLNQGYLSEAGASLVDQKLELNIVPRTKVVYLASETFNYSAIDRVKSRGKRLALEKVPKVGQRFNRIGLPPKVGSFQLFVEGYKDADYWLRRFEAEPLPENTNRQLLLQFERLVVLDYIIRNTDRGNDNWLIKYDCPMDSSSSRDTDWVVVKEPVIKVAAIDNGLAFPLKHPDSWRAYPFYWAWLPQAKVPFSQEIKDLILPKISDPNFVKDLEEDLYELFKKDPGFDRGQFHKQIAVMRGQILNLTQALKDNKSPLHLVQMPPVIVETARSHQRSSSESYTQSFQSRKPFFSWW
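ADP-Glo luminescence measured ADP generated by PI4K2A enzyme (4 ug/mL before mixing) with 1.2 mM PI substrate (pre-mix) and 300 microM ATP (pre-mix). Tris pH7.5 buffer with MgCl2, Triton X-100; 1 h reaction at ambient temperature.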
mIDH1 inhibitor: qHTS for Inhibitors of mutant isocitrate dehydrogenase 1 (IDH1): qHTS | Isocitrate dehydrogenase [NADP] cytoplasmic (Homo sapiens), O75874 | IDH1-R132H enzyme, NADPH consumption, diaphorase/resazurin fluorescence | Potency, µM (titrated, usually from 76.6 µM), inactives show at the highest dose activity change, negative = inhibition, hits mostly inhibitors | 390,000 compounds, 0.093% hits; further: potency means the concentration at half of the fitted maximal effect; on the % scale 0 is the no-effect control and ±100 the full control effect; nearly all actives have a fitted effect of over 65% in size
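IDH1-R132H (0.5 ug/mL dispensed) in pH 7.5 Tris buffer was preincubated 30 min with compound, then given a substrate mix of 0.016 mM NADPH and 2 mM alpha-KG for 80 min at room temperature; remaining NADPH was read by diaphorase/resazurin fluorescence.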
TRHR enhancer: qHTS for Small Molecule Agonists and Allosteric Enhancers of Human TRH Receptor: Primary Screen for Enhancers. Thyrotropin-releasing hormone receptor (Homo sapiens), P34981. TRHR cells, fluo-8 calcium fluorescence, EC20 TRH enhancement. enhancement, % at 2 µM. 360,000 compounds, 0.66% hits. AID 493056, 2011; in the data active means enhancement above about 30%; further: 0% is about no effect
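Enhancer read-out: after compound pinning and an initial kinetic agonist-mode read, an EC20 of TRH (10 nM final) was injected and fluo-8 calcium signal (Ex 480/Em 530) followed at 1 s/cycle for 100 cycles in TRHR-expressing cells.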
USP1 inh: Inhibitors of USP1/UAF1: Primary Screen; Potency, µM (titrated, usually from 57.1 µM), without a hit: top-dose activity change, negative = inhibition, actives largely listed as inhibitors; AID 743255, 2014; Ubiquitin carboxyl-terminal hydrolase 1 (Homo sapiens), O94782; recombinant USP1/UAF1, Ub-Rhodamine cleavage fluorescence; 390,000 compounds, 0.23% hits; further: potency means the concentration at half of the fitted maximal effect; on the % scale 0 is the no-effect control and ±100 the full control effect; nearly all actives have a fitted effect of over 60% in size; inactives centre near -12
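Step one: compound is pinned into 1nM USP1/UAF1 in HEPES pH 7.8 buffer with TCEP. Step two: 15 min room-temperature incubation. Step three: Ub-Rho (150nM final) starts cleavage, tracked by fluorescence over six one-minute reads.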
The depositor's hits bear a star; ? = inconclusive; . = not tested or not shown; [ ] = another dose, or the depositor's remark. Unless noted, the call rests on the fitted dose curve; in most records, active means well fitted inhibition curve with a large enough effect; inconclusive means small, poorly fitted or top-dose-only effect; inactive means no such curve, though single readings can be large or run the other way.

SMILES	rTrxR1 inhibitor	TrxR1 substrate	TRHR agonist	D2 antag	D2 ag	PI4K2A inh	mIDH1 inhibitor	TRHR enhancer	USP1 inh
O=C(NCCc1ccccc1)C1CCCN1S(=O)(=O)c1cccc2nsnc12 (stereo unspecified)	7%	1%	-0.3	-24	1.3	0	5%	-2	-25%
c1ccc2c(c1)oc1c(Nc3ccc4c(c3)OCO4)ncnc12	1%[57.1 µM]	14%[57.1 µM]	-2.7	-11	-0.3	-4	0%	9	-6%
Cc1cc(CNC(=S)Nc2ccc(S(=O)(=O)Nc3ncccn3)cc2)nn1C	-1%	7%	0.6	-14	0.9	0	-2%	6	-14%
CC(=O)c1ccc(C(C)(C)c2ccc(C(C)=O)s2)s1	23%	10%	0.7	.	.	-7	4%	-11	-4%
CC(C)n1nc(C(=O)NNC(=O)c2ccc(OC(F)F)cc2)c2ccccc2c1=O	5%	1%	-0.4	-5	0.3	-2	-8%	8	0%
COc1ccc(C(=O)O/N=C(\N)Cc2ccc([N+](=O)[O-])cc2)c(OC)c1	17%[57.1 µM]	7%[57.1 µM]	-0.1	-9	-0.5	-3	-3%	-5	?
Cc1cc(CSc2ccccc2)ccc1NC(=O)COc1ccccc1	0%	-5%	0.9	.	.	-4	3%	8	-15%
COc1cc(-c2nc3c4ccccc4nc(=S)n3[nH]2)cc(OC)c1OC	?	4%	0.1	2	-0.1	-4	-4%	0	-26%
COc1cccc(N2CCN(c3nc4ccc(C(=O)c5ccccc5)cc4n4c(C)nnc34)CC2)c1	27%	1%	0.1	.	0.4	-3	-3%	3	-25%
Cc1oc(-c2ccccc2F)nc1CS(=O)(=O)CC(=O)NCCN(C)C1CCCCC1	-47%	15%[57.1 µM]	0.9	-9	0.2	3	-2%	-10	-4%

Among those listed so far, these contain a carbonyl joined to an NH by a bond outside any ring:
SMILES	rTrxR1 inhibitor	TrxR1 substrate	TRHR agonist	D2 antag	D2 ag	PI4K2A inh	mIDH1 inhibitor	TRHR enhancer	USP1 inh
O=C(NCCc1ccccc1)C1CCCN1S(=O)(=O)c1cccc2nsnc12 (stereo unspecified)	7%	1%	-0.3	-24	1.3	0	5%	-2	-25%
CC(C)n1nc(C(=O)NNC(=O)c2ccc(OC(F)F)cc2)c2ccccc2c1=O	5%	1%	-0.4	-5	0.3	-2	-8%	8	0%
Cc1cc(CSc2ccccc2)ccc1NC(=O)COc1ccccc1	0%	-5%	0.9	.	.	-4	3%	8	-15%
Cc1oc(-c2ccccc2F)nc1CS(=O)(=O)CC(=O)NCCN(C)C1CCCCC1	-47%	15%[57.1 µM]	0.9	-9	0.2	3	-2%	-10	-4%

Complete entries, looked up by structure. Order of values: rTrxR1 inhibitor	TrxR1 substrate	TRHR agonist	D2 antag	D2 ag	PI4K2A inh	mIDH1 inhibitor	TRHR enhancer	USP1 inh
Record of CC(C)n1nc(C(=O)NNC(=O)c2ccc(OC(F)F)cc2)c2ccccc2c1=O → 5%	1%	-0.4	-5	0.3	-2	-8%	8	0%
Record of CC(=O)c1ccc(C(C)(C)c2ccc(C(C)=O)s2)s1 → 23%	10%	0.7	.	.	-7	4%	-11	-4%

Next part.
SMILES	rTrxR1 inhibitor	TrxR1 substrate	TRHR agonist	D2 antag	D2 ag	PI4K2A inh	mIDH1 inhibitor	TRHR enhancer	USP1 inh
O=C1/C(=C/c2ccc(F)cc2)SC(=S)N1NS(=O)(=O)c1ccccc1	12%[57.1 µM]	-20%[57.1 µM]	-0.8	-13	-2.2	-2	5%	8	-24%
O=C(NN1C(=O)/C(=C/c2ccc(O)cc2)SC1=S)c1cccc(O)c1	18%	-7%	18	-2	14	-3	-2%	-8	?
CCOc1ccc(N(CC)S(=O)(=O)N2CCCC(C(=O)NCCc3ccccc3OC)C2)cc1 (stereo unspecified)	16%	-8%	-0.5	.	-0.2	2	-6%	-21	2%
CCc1ccc(N2CCN(C(=O)N3CCOCC3)CC2)cc1	19%[57.1 µM]	7%[57.1 µM]	-0.5	5	0.7	1	2%	9	-17%
O=C(NNC(=O)c1cc2ccccc2oc1=O)c1ccccc1	-16%	-15%	0.1	12	6.8	3	-5%	-5	-13%
COc1cccc(CNCCOCCO)c1OC	10%	-2%	0.2	9	-0.2	8	5%	6	-13%
Cc1ccccc1N1CCN(Cc2nc(Cc3ccccc3)no2)CC1	14%[57.1 µM]	-8%	-0.2	-2	-1.1	-5	7%	-6	-2%
CCOC(=O)C1CCN(C(=O)c2cc(OCC)c(OCC)c(OCC)c2)CC1	-2%	-6%	-0.2	6	-0.7	0	10%	12	-6%
CC(C)(C)C(=O)COC(=O)c1cc(-c2cccnc2)nc2ccccc12	31%	3%	0.5	-7	-1.2	-3	1%	4	-27%
COc1cccc(/C=N/NC(=O)CN2CC(c3ccccc3)CC2=O)c1OC (stereo unspecified)	11%[57.1 µM]	53%	-0.5	38*	-0.9	-3	18%	3	-8%
O=C(CCCN1C(=O)c2ccccc2C1=O)NCCN1C(=O)S/C(=C\c2cccs2)C1=O	-5%	-5%	-0.7	.	.	2	3%	0	-10%
COc1cccc(Sc2ccccc2CN(C)C)c1	25%[57.1 µM]	10%[57.1 µM]	-0.1	7	-0.7	-1	5%	-9	-8%

Random excerpt: 2 entries already listed, in no set order.
SMILES	rTrxR1 inhibitor	TrxR1 substrate	TRHR agonist	D2 antag	D2 ag	PI4K2A inh	mIDH1 inhibitor	TRHR enhancer	USP1 inh
COc1cccc(CNCCOCCO)c1OC	10%	-2%	0.2	9	-0.2	8	5%	6	-13%
Cc1ccccc1N1CCN(Cc2nc(Cc3ccccc3)no2)CC1	14%[57.1 µM]	-8%	-0.2	-2	-1.1	-5	7%	-6	-2%
